HCV inh: blocks hepatitis C virus; 3.4% of 340,000 active; Huh7.5.1 HCVcc-Cre infection, luciferase reporter, 44 h; Potency, µM (titrated, usually from 41.8 µM), without a hit: at the top dose activity change, negative = inhibition, hits mostly inhibitors; also: potency is read from the fitted curve at half-maximal effect; % is scaled to controls: 0 for no effect and ±100 for the full control effect
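Whole-lifecycle infectious HCVcc-Cre system; cells 1,000/well, compound then virus (~0.5 moi) added 4 h after plating, 44 h culture. Luciferase read 15 sec following 15 min substrate incubation, room temp.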
Pf growth 48h: inhibits P. falciparum growth in the first generation, 48 h. P. falciparum luciferase growth in erythrocytes, 48 h. Potency, µM (highest dose often 28.7 µM), for inactives: at the highest dose activity change, negative = inhibition, hits mostly inhibitors. 5.9% of 310,000 active. AID 504832; also: potency is read from the fitted curve at half-maximal effect; % is scaled to controls: 0 for no effect and ±100 for the full control effect
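Luminescence readout; reporter = integrated firefly luciferase in P. falciparum. RBC culture at 2% hematocrit, 0.1% parasitemia final, 37 C/5% CO2; decreased signal taken as growth inhibition.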
LmPK inhibitor: LmPK (Leishmania mexicana) enzyme inhibition | Q27686 | purified LmPK, Kinase-Glo ATP luminescence, 1 h | Potency, µM (highest dose often 57.5 µM), without a hit: at the highest dose activity change, negative = inhibition, usual class: inhibitors | 0.37% of 290,000 active; also: potency is read from the fitted curve at half-maximal effect; % is scaled to controls: 0 for no effect and ±100 for the full control effect
Target sequence (Q27686 whole entry, looked up): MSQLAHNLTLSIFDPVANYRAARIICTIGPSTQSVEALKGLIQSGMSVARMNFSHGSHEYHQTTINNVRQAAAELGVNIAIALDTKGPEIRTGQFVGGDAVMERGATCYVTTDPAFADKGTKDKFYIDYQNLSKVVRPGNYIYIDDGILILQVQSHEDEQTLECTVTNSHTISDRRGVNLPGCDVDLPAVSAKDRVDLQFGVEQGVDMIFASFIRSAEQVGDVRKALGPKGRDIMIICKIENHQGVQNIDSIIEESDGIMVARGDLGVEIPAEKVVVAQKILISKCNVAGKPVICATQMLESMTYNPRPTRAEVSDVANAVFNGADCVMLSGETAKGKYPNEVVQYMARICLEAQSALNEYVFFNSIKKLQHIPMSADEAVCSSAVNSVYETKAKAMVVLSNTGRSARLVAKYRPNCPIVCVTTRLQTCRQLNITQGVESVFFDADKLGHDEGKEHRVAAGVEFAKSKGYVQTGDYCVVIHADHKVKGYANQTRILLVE
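Purified LmPK (0.1 nM) converted ADP (0.1 mM) to ATP with PEP (0.5 mM) in imidazole buffer pH 7.2 with KCl and MgCl2, 1 h at room temperature. ATP was read by Kinase-Glo luminescence; data normalized to uninhibited and no-enzyme controls.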
Pf growth 96h: P. falciparum growth inhibition at 96 hours | Potency, µM (top dose mostly 28.7 µM), for inactives: at the top dose activity change, negative = inhibition, usual class: inhibitors | 6.9% of 320,000 active | P. falciparum luciferase reporter growth, 96 h | AID 504834; also: potency is read from the fitted curve at half-maximal effect; % is scaled to controls: 0 for no effect and ±100 for the full control effect
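P. falciparum expressing integrated firefly luciferase, in erythrocytes at 2% hematocrit, 0.05% parasitemia, incubated with compounds 96 h at 37 C, 5% CO2. Growth inhibition read as loss of luminescence; two-generation exposure targets delayed-death apicoplast inhibitors.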
Shiga inhibitor: inhibitors of Shiga toxin in Vero cells | inhibition, % at 38.7 µM | 9.2% of 290,000 active | Vero cells, Shiga toxin protein synthesis inhibition reporter; in the data active = inhibition mostly above about 28%, no sharp cut-off; inactive = mostly below about 43%; also: 0% is about no effect
Cycloheximide cs: counter-screen hit for Shiga toxin inhibitors, cycloheximide | 12% of 300,000 active | cell reporter, cycloheximide protein synthesis inhibition counterscreen | max response, %; in the data active = max response mostly above about 13%, no sharp cut-off; inactive = mostly below about 14%; also: read at 38.3 µM for the half of the compounds with a filed dose; 0% is about no effect
TbPYK inhibitor: T. brucei pyruvate kinase inhibition. Q57TT1. TbPYK enzyme, Kinase-Glo Plus ATP luminescence, 45 min. Potency, µM (titrated, usually from 76.8 µM), for inactives: top-dose activity, negative = inhibition, actives largely listed as inhibitors. 0.12% of 410,000 active. AID 624173; also: potency is read from the fitted curve at half-maximal effect; % is scaled to controls: 0 for no effect and ±100 for the full control effect; nearly all actives have a fitted effect of over 50% in size
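Assay buffer: 50 mM TEA pH 7.2, 100 mM KCl, 10 mM MgCl2, 0.05% BSA, 0.01% Tween-20. Pyruvate kinase from T. brucei plus substrate met compound, then ADP (130 uM final). Luminescence was read post 45 min RT.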
* marks the source's active call; other numbers are inactive results; ? = inconclusive; / = no result given; & = joins results of further samples; [ ] = another dose, or the depositor's remark. Unless noted, calls follow the shape of the dose curve; as a rule, active = well fitted curve in the direction sought with a large enough effect; inconclusive = small, poorly fitted or top-dose-only effect, or another doubt; inactive = no such curve, though single readings can be large; an effect the other way counts as inactive or inconclusive.

SMILES | HCV inh | Pf growth 48h | LmPK inhibitor | Pf growth 96h | Shiga inhibitor | Cycloheximide cs | TbPYK inhibitor
O=C(Cn1c(=O)c2cccn2c2cccnc21)N1CCN(c2ccccc2F)CC1 | -25% | -3% | 7% | ? | -3 | -1 | -4%
O=C(Nc1cccc2cccnc12)c1cccc2ccccc12 | ? | / | 0% | 1% | -1 | -1 | -2%&1%
Cc1nc(C)c(C(=O)O)c(-c2cccs2)c1C(=O)O | 10% | 6% | 4% | 32%[activator] | -10 | 1 | 1%
CC(C)N(C)CCOC(=O)c1ccccc1Cl | 4% | 19% | -3% | 38%[activator] | -2 | -1 | -3%
COc1ccc(CN(Cc2nc3ccccc3c(=O)[nH]2)C(=O)c2ccco2)cc1 | -14% | -27% | 3% | -24% | 27 | 5 | -3%
O=C(CN1C(=O)C2CCCCC2C1=O)Nc1ccc(OC(F)F)c(Cl)c1 (configuration not stated) | -9% | -13% | / | 10% | / | / | -2%
CCC(=O)c1ccc(OCC(O)CN2CCN(C(c3ccccc3)c3ccccc3)CC2)cc1 (configuration not stated) | ? | ? | -3% | ? | -6 | -5 | -6%
c1cncc(Nc2c3ccccc3nc3ccccc23)c1 | ? | ? | 7% | 4% | 1 | -6 | -2%
O=C(COc1ccc(Br)cc1Br)NNC(=O)c1cccs1 | 0% | 42%[activator] | -8% | 1% | 44 | 18 | -1%
COc1cc(C=O)ccc1Oc1nnnn1-c1ccc(C(N)=O)cc1 | / | / | -2% | 0% | -14 | -5 | -6%
CCC(C)(C)n1nnnc1C(c1ccccc1)N1CCN(C2CCCC2)CC1 (configuration not stated) | 1% | -7% | -2% | 14% | 2 | -4 | 5%
O=C(O)CSc1nnc(-c2ccc(Cl)cc2Cl)n1-c1ccccc1 | 9% | 15% | 4% | 160%[activator] | -8 | -2 | 4%
O=C(CSc1ccc(F)cc1)Nc1ccc(Br)cc1 | -11% | 74%[activator] | 0% | 17%[5.75 µM] | 67* | 47* | 2%
C=Cn1ccnc1P(=S)(c1nccn1C=C)C1CCCCC1 | -4% | ? | 4% | -9% | 31 | 4 | -2%
COc1ccc(OCC(=O)N2CCC(n3nccc3NC(=O)C3CC3)CC2)cc1 | 10% | 16% | -1% | ? | 10 | 12 | -3%
O=C(Nc1ccc(N2CCOCC2)cc1)C1CCN(S(=O)(=O)c2ccc3c(c2)OCCO3)CC1 | 18% | 8.3µM* | 2% | ? | -8 | 4 | -2%
CCc1ccc(NC(=O)c2n[nH]c(=O)c3ccccc23)cc1 | 21% | 198%[activator] | 5% | 91%[activator] | 79* | 36* | -9%
O=C(CCc1ccccc1)Nc1cc(Cl)ccc1O | ? | 10µM* | -12% | ? | 31 | 11 | 2%
CCc1ccccc1NC(=O)c1cnc2n(c1=O)CCS2 | 9% | 6% | 4% | 61%[activator] | -14 | -2 | 1%
CCN(CC)CCCN(C)C(=O)Cn1nc(Cc2ccncc2)c2ccccc2c1=O | 9% | 8% | 10% | 1% | -8 | -4 | -10%
NC(=O)COC(=O)c1cc(=O)[nH]c2ccc(S(=O)(=O)Nc3ccc(F)cc3)cc12 | 6% | 26% | -7% | 12% | -2 | -1 | 15%
CC(/C=C/c1ccc(N(C)C)cc1)=N\N=C(/N)SC1CC(=O)N(c2ccc(C(=O)O)cc2)C1=O (configuration not stated) | -7% | -23% | 6% | 12% | 70* | 45* | -3%
CCOC(=O)c1c(C)[nH]c(=S)c(C#N)c1-c1ccccc1 | -2% | 8% | -1% | ? | -12 | 0 | ?
Cn1cc(CN2CCN(c3ccccc3)CC2)c2ccccc21 | ? | -15% | 3% | 248%[activator] | -21 | -2 | -2%
O=C(CNC(=O)c1ccc2c(c1)OCO2)N/N=C(Br)/C=C/c1ccccc1 | ? | -3% | 5% | 22% | -10 | 4 | 2%
Additional compounds:
SMILES | HCV inh | Pf growth 48h | LmPK inhibitor | Pf growth 96h | Shiga inhibitor | Cycloheximide cs | TbPYK inhibitor
C/C(=N\NC(=O)c1cc2c(s1)CCC(C)C2)c1ccc[nH]1 (configuration not stated) | 1% | 154%[activator] | / | 191%[activator] | / | / | -6%
CC(=O)NS(=O)(=O)c1ccc(NC(=O)c2ccc(S(=O)(=O)N3CCCC3)cc2)cc1 | 3% | -19% | / | -13% | / | / | -4%
CCOC(=O)c1c(CN2CCN(C)CC2)n(C)c2cc(Br)c(OC)cc12 | ? | 15µM* | 5% | -25% | -29 | -4 | 6%
CN(Cc1nccn1C)C(=O)CC1C(=O)NCCN1Cc1cccc(Oc2ccccc2)c1 (configuration not stated) | -5% | -3% | -3% | 6% | -6 | -3 | -7%
Cc1ccc(N2C(=O)c3ccccc3C2O)nc1 (configuration not stated) | 5% | 24% | 7.1µM* | ? | 0 | 7 | /
Cc1cc(C(=O)NNc2ccc(C)c(C)c2)no1 | -18% | 10% | 1% | 28% | 15 | 16 | 5%
CC1/C(=C\c2ccc(Cl)cc2)C(=O)C2CC1C2(C)C (configuration not stated) | 6% | -6% | -5% | / | -4 | -2 | 8%
O=C(Nc1cccc(S(=O)(=O)N2CCCCC2)c1)c1ccc(N2CCCC2=O)cc1 | -9% | ? | / | ? | / | / | -6%
O=C(/C=C/c1cccnc1)c1cccc(O)c1 | ? | -27% | -6% | -16% | -5 | -2 | -8%
CN(C)/C=N/c1nccc(-c2cccs2)n1 | -14% | 35%[activator] | -2% | 43%[activator] | 18 | 23 | -2%
COc1ccc(OC)c(Cc2nnc(CCC(=O)N3CCC(N4CCCCC4)CC3)o2)c1 | -10% | -14% | 2% | 27% | 21 | 19 | 9%
Cc1ccc(OCC(=O)N2CCN(C)CC2)c(Br)c1 | 18% | 45%[activator] | -3% | 140%[activator] | 93* | 21* | 0%
O=C(O)C1CCN(C(=O)c2cc(F)cc3c2OCOC3)CC1 | 12% | 7% | -1% | 23% | 14 | -2 | -9%
CCOC(=O)c1sc(=S)n(C)c1NC(=O)c1ccccc1C | -14% | 2% | 0% | -25% | -8 | -7 | -17%
CCn1nccc1C(=O)Nc1ccc(Cl)c(Cl)c1 | ? | 28% | -3% | ? | 81* | 36* | -11%
CC(C)(C)c1ccc(C(=O)NC(=S)N2CCCC2)cc1 | 1% | ? | -3% | 5% | 28 | 32* | -12%
CC(=O)c1c(C)oc2ccc(NS(=O)(=O)c3ccc(F)cc3C)cc12 | ? | 16% | 6% | -6% | 5 | -5 | 3%
COCCn1c(C)cc(C(=O)CSc2nnc3ccccn23)c1C | 9% | / | -18% | 17% | -8 | 13 | -8%
COc1cc2[nH]c(=S)n(N(C(C)=O)C(C)=O)c(=O)c2cc1OC | 6% | -5% | -11% | / | 16 | -1 | -23%
Cc1ccc2c(c1)N(CC(=O)N1CCc3ccccc3C1)C(=O)CO2 | 15% | 20% | -1% | ? | -23 | -2 | 8%
O=C(NCc1ccccc1F)C1CCCN1C(=O)NC1CCCCC1 (configuration not stated) | 16% | 6% | -1% | -10% | -6 | -3 | -5%
O=C(NC(NC(=S)Nc1cccc(Cl)c1)C(Cl)(Cl)Cl)OCc1ccccc1 (configuration not stated) | ? | ? | 12% | ? | -11 | -2 | -7%
O=C1C2CC=C(Cl)CC2C(=O)N1CCc1ccccc1 (configuration not stated) | 9% | ? | 7% | / | 27 | 19 | -2%
COc1ccccc1CN1CCC(n2nccc2NC(=O)CCOc2ccccc2)CC1 | ? | -16% | 1% | 16% | -5 | -2 | -12%
O=C(NCc1ccc(F)cc1F)c1cc(COc2c(F)cccc2F)on1 | 13% | 14% | 8% | ? | 10 | 7 | 2%

One compound at a time (already shown):
`O=C(Nc1cccc(S(=O)(=O)N2CCCCC2)c1)c1ccc(N2CCCC2=O)cc1` as listed: HCV inh: -9%; Pf growth 48h: ?; LmPK inhibitor: /; Pf growth 96h: ?; Shiga inhibitor: /; Cycloheximide cs: /; TbPYK inhibitor: -6%
`CN(C)/C=N/c1nccc(-c2cccs2)n1` as listed: HCV inh: -14%; Pf growth 48h: 35%[activator]; LmPK inhibitor: -2%; Pf growth 96h: 43%[activator]; Shiga inhibitor: 18; Cycloheximide cs: 23; TbPYK inhibitor: -2%
`Cc1ccc2c(c1)N(CC(=O)N1CCc3ccccc3C1)C(=O)CO2` as listed: HCV inh: 15%; Pf growth 48h: 20%; LmPK inhibitor: -1%; Pf growth 96h: ?; Shiga inhibitor: -23; Cycloheximide cs: -2; TbPYK inhibitor: 8%

(list continues)
SMILES | HCV inh | Pf growth 48h | LmPK inhibitor | Pf growth 96h | Shiga inhibitor | Cycloheximide cs | TbPYK inhibitor
Cc1cc(NC(=O)C2CCCN2C(=O)Nc2cccc(Cl)c2)ccc1-n1cnnn1 (configuration not stated) | -1% | 12% | 0% | 11% | 9 | -5 | 0%
C/C(=N\NC(=O)c1cc(Br)ccc1O)c1ccccn1 | 4% | ? | 4% | ? | 41* | 28* | 5%
COc1cccc(NC(=O)[C@H](C)NC(=O)C2CCN(S(=O)(=O)c3ccc(C)cc3)CC2)c1 | -30% | 3% | 3% | 8% | 21 | 10 | 1%
O=C(COc1ccc(Cl)cc1)NCC(=O)N1CCC2(CC1)NCCc1[nH]cnc12 | 22% | -2% | 6% | 6% | -1 | 1 | 3%
N#Cc1ccc(-c2csc(NC3=NCCCCC3)n2)cc1 | ? | -8% | 2% | -41% | 73* | 20* | 1%
Cc1cc(-c2nnc(SCC(=O)Nc3nccs3)o2)no1 | 10% | ? | 8% | 14% | 43* | 20* | -3%
CC(=O)CCSc1ncnc2sc(-c3ccccc3)cc12 | -10% | 21% | -10% | -21% | -17 | 2 | -4%
CCCNS(=O)(=O)c1ccc(CCC(=O)N2CCC(C)CC2)cc1 | 9% | / | 1% | 13% | -10 | 12 | 12%
CC1=CCC2C(=O)N(c3cccc(C(=O)Nc4ccc(Cl)cc4)c3)C(=O)C2C1 (configuration not stated) | ? | -6% | 2% | ? | 9 | 1 | 2%
C/C(=N\NC(=O)c1ccc(C)cc1C)c1ccc2c(c1)OCO2 | -19% | 10µM* | 2% | 3.7µM* | 67* | 26* | -3%
O=C(CCS(=O)(=O)c1ccc(Cl)cc1)Nc1ccc(F)cc1 | 14% | -3% | 3% | 10µM* | -9 | 9 | 6%
Cc1cccc(Nc2ncnc(N)c2[N+](=O)[O-])n1 | 11% | 14% | -2% | ? | -10 | -1 | 3%
CCCCCCCOc1ccc(C2CC(=O)N(C)C2=O)cc1 (configuration not stated) | 8% | 26% | 3% | ? | 19 | 8 | 4%
COc1ccc(OC)c(N2Cc3ccccc3C2)c1 | ? | 5.9µM* | 3% | 12µM* | 3 | -1 | -8%
COc1ccccc1CNC(=O)C1CCCN1S(=O)(=O)c1cccc2cccnc12 (configuration not stated) | -4% | / | 7% | -3% | -5 | 12 | -9%
O=C(O)COc1ccc(/C=N/n2c(COc3ccccc3)nc3ccccc3c2=O)cc1 | 0% | 37%[activator] | 2% | -12% | 40 | 23 | 9%
O=[N+]([O-])c1ccc(O)c(/C=N/Nc2nc3ccccc3[nH]2)c1 | 11µM* | 2.3µM* | 0% | 76%[activator] | 9 | 19* | -7%
CCOC(=O)C1(CCCc2ccccc2)CCN(C(=O)CCN2CCCCC2=O)CC1 | -21% | ? | 1% | -4% | 26 | 4 | 6%

Compound activity deposited in PubChem by National Center for Advancing Translational Sciences (NCATS).
